Screening data from PubChem.
Kir21 inh = blocks the mouse Kir2.1 inward-rectifier potassium channel. P35561. HEK293-Kir2.1, FluxOR thallium flux fluorescence; hits give low values. B-score at 10 µM. 310,000 tested, 0.85% active. AID 1672;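 active = fluorescence ratio B-score at or below minus 3 SD of library scores, with starting-brightness B-score within 2 SD, cut at about -4.2 in these data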;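 also: channel flux triggered by added potassium and thallium sulfate stimulus; B-score of peak minus minimum fluorescence over baseline after thallium stimulus; more negative B-score means stronger Kir2.1 block with less thallium influx; some compounds called inactive have numbers as strong as hits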
Target sequence (P35561 whole entry, looked up): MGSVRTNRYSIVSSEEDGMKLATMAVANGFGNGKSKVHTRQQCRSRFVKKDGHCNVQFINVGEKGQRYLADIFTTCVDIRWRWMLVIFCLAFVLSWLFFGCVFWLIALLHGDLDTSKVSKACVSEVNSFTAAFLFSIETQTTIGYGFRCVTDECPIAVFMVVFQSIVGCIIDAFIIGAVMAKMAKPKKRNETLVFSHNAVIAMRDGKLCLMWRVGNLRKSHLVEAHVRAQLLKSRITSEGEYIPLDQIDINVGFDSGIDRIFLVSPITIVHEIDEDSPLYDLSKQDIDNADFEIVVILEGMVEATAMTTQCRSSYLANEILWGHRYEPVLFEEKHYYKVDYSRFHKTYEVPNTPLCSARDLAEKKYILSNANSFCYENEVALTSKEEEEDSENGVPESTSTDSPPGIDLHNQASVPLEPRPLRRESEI
KCNQ2 block = KCNQ2 potassium channel inhibitors, primary screen, cell-based, CHO-K1, FluxOR thallium flux, B-score (AID 2156). O88943. 20 min; hits give low values. 310,000 tested, 1.1% active. B-score at 10 µM;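 active = fluorescence ratio B-score at most minus 3 library SDs, with starting brightness B-score within 2 library SDs, cut at about -5.5 in these data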
An asterisk follows results filed as active; i = inactive.

SMILES	Kir21 inh	KCNQ2 block
CCOC(=O)c1ccc(NC(=S)N(Cc2cccnc2)Cc2ccco2)cc1	-1.6	i
O=C(Cn1c(-c2ccccn2)nc2ccccc21)N/N=C/c1cccnc1	0.63	i
O=C(c1cc(-c2ccncc2)nc2ccc(Cl)cc12)N1CCN(Cc2ccc3c(c2)OCO3)CC1	2.5	i
COc1ccc(C(=O)Nc2cc3c4c(c2)CC(=O)N4CCC3)c(OC)c1	0.5	i
O=C(c1ccc2c(=O)n3c(nc2c1)CCCCC3)N1CCN(Cc2ccccc2)CC1	-0.11	i
CCc1nnc(NC(=O)c2c(OC)cccc2OC)s1	0.26	i
Cc1ccccc1CSCC(=O)Nc1ccccc1F	0.25	i
Clc1cccc(C2CCN(Cc3nc(COc4ccccc4)no3)C2)c1 (stereo not drawn)	0.04	i
COc1ccccc1S(=O)(=O)Cc1ccc(C(=O)NCC(OC)OC)o1	-0.47	i
Cc1cc(C)c(C(N)=O)c(SCC(=O)c2cc(C)c(C)cc2C)n1	0.28	i
Cc1ccc(S(=O)(=O)NNC(=S)Nc2c(Cl)cccc2Cl)cc1	-2.2	i
COc1cccc(/C=N/Nc2ccnc(=O)[nH]2)c1O	0.55	i
Cc1cc(-c2cccs2)c(C#N)c(=S)[nH]1	0.55	i
Nc1ccccc1OCCOCCOc1ccccc1N	0.18	i
Cc1ccc(NC(=O)c2ccccc2-c2cc(C)no2)cc1	0.91	i

Profiles, quoted from the list. Order of values: Kir21 inh | KCNQ2 block
Shown for Cc1ccccc1CSCC(=O)Nc1ccccc1F = 0.25 | i
Shown for CCOC(=O)c1ccc(NC(=S)N(Cc2cccnc2)Cc2ccco2)cc1 = -1.6 | i
Shown for O=C(c1ccc2c(=O)n3c(nc2c1)CCCCC3)N1CCN(Cc2ccccc2)CC1 = -0.11 | i

Reformatted in markdown: part of the list above.
| SMILES | Kir21 inh | KCNQ2 block |
| --- | --- | --- |
| Clc1cccc(C2CCN(Cc3nc(COc4ccccc4)no3)C2)c1 (stereo not drawn) | 0.04 | i |
| COc1ccccc1S(=O)(=O)Cc1ccc(C(=O)NCC(OC)OC)o1 | -0.47 | i |
| Cc1cc(C)c(C(N)=O)c(SCC(=O)c2cc(C)c(C)cc2C)n1 | 0.28 | i |
| Cc1ccc(S(=O)(=O)NNC(=S)Nc2c(Cl)cccc2Cl)cc1 | -2.2 | i |
| COc1cccc(/C=N/Nc2ccnc(=O)[nH]2)c1O | 0.55 | i |

The results go on:
SMILES	Kir21 inh	KCNQ2 block
COc1ccccc1N(CC(=O)NC(C)(C)C)C(=O)c1ccc(Cl)nc1	-1.6	i
O=C(COC(=O)c1cnccn1)NCc1ccccc1	0.46	i
COc1ccc(Cn2c(-c3ccc(OC)c(O)c3)nc3ccccc32)cc1O	1.6	i
CCCCC(=O)NCc1ccc2c(c1)cc(C)n2C	-0.35	i
O=C(/C=C/Nc1ccc(S(=O)(=O)Nc2ncccn2)cc1)c1ccc2ccccc2c1	2	i
COCc1cc(C)nc2sc(C(=O)Nc3nccs3)c(N)c12	2.4	i
CCOC(=O)c1ccccc1NC(=S)N1CCN(C(=O)c2ccco2)CC1	2.3	i
O=C(c1ccco1)N1CCN(Cc2cc(=O)c(OCc3ccccc3F)co2)CC1	-0.5	i
O=C(Nc1c(C(=O)C2CC2)oc2ccccc12)c1ccc(Cl)cc1	0.09	i
COc1ccc(N2CCN(C(=O)c3ccc(CS(=O)(=O)c4ccccc4C)o3)CC2)cc1	0.86	i
COc1ccc(-c2cc(CNS(=O)(=O)c3ccccc3)on2)cc1	-0.06	i
CC1CC(C)CN(C(=O)COC(=O)Cc2ccc(Br)cc2)C1 (stereo not drawn)	0.03	i
O=C(NCc1cccnc1)c1ccc(-c2cccc(Cl)c2Cl)o1	1.5	i
COCC(=O)N(C)C1(c2nnnn2CCOC(=O)Nc2ccc(Cl)cc2)CCCC1	0.79	i
C=CCn1c(-c2ccc(=O)n(Cc3ccccc3)c2)n[nH]c1=S	-0.36	i
O=C(CCC(=O)OCC(=O)c1ccc([N+](=O)[O-])cc1)NC1CCCCC1	-0.16	i
CC(=O)c1cc(CN2CCC(n3nccc3NC(=O)c3ccccc3C)CC2)cs1	0.15	i
O=C(C(=O)N1CCN(c2ccccc2F)CC1)c1cn(CC(=O)N2CCOCC2)c2ccccc12	-0.45	i
Cc1cccc(N2CCN(CC(=O)Nc3ccc(S(=O)(=O)N4CCOCC4)cc3)CC2)c1C	-0.92	i
CCn1cc(C(=O)NCCc2ccc(OC)c(OC)c2)c(=O)c2cc(S(=O)(=O)N3CCOCC3)ccc21	-1.3	i
COc1cc(C2C(C(=O)c3cccs3)=C(O)C(=O)N2Cc2ccco2)cc(OC)c1OC (stereo not drawn)	0.02	i
CCSc1nnc(-c2ccncc2)n1Cc1ccccc1	1.4	i
NC(=O)CSc1nc2scc(-c3ccc(Cl)cc3)c2c(=O)n1Cc1ccccc1	-0.22	i
Cc1ccnc(NC(=O)c2ccc(S(=O)(=O)NCc3ccco3)cc2)c1	0.64	i
COc1cccc(S(=O)(=O)Nc2ccc(C(=O)NCc3ccco3)cc2)c1	-0.4	i
Cc1nc2nc(CNC(=O)OC(C)(C)C)nn2c(C)c1CCC(=O)Nc1ccc2c(c1)OCO2	1.8	i
N#CC(C(=O)NC1CC1)c1nc2ccccc2nc1N1CCN(C/C=C/c2ccccc2)CC1 (stereo not drawn)	-2.2	i
COc1ccc(/C=C2\SC(=S)N(CCCC(=O)NC3CCCC3)C2=O)cc1OC	-0.67	i
c1cncc(CNC2CCCc3ccccc32)c1 (stereo not drawn)	-0.51	i
c1ccc(-n2cc(CN3CCC(N4CCOCC4)CC3)c(-c3ccc4c(c3)OCO4)n2)cc1	0.78	i
COc1ccc(-c2[nH]ncc2CNCCn2cccn2)c(F)c1	0.63	i
CCO/N=C/c1ccc(OC)c(Oc2nc(OC)cc(OC)n2)c1	-0.85	i
COc1ccc(CNC(=O)CN=C2NC(=O)C(c3ccccc3)(c3ccccc3)N2)cc1	-0.26	-6.1*
CCOc1cc(C=O)cc(Br)c1OCC(N)=O	0.09	i
CC[C@@]12C(=O)N(c3cccc(Cl)c3)C(=O)N1[C@H](c1ccc(Br)cc1)[C@@H]1C(=O)N(C(C)(C)C)C(=O)[C@@H]12	0.13	i
O=C1c2ccccc2S(=O)(=O)N1CC1CC(c2ccccc2)=NO1 (stereo not drawn)	0.18	i
CN(C(=O)COc1ccc(Cl)cc1Cl)c1nnc(C23CC4CC(CC(C4)C2)C3)s1	0.43	i
COc1ccc(CNC(=O)CN(CCC(C)C)S(=O)(=O)c2ccc3c(c2)OCCO3)cc1	0.61	i
Cc1ccc(OCc2nnc(NC(=O)OCC(C)C)s2)c(C)c1	0	i
O=C(COC(=O)Cc1ccc(Cl)cc1)Nc1ccc(OC(F)F)cc1	-0.16	i
CN(C)CCn1c2c(c(SCC(=O)Nc3ccccc3)nc1=O)CCCC2	-1.3	i
COc1cc(CN2CCNC(=O)C2CC(=O)N(C)CCN2CCOCC2)cc(OC)c1 (stereo not drawn)	-1.2	i
Cc1ccc(C)c(NS(=O)(=O)c2ccc3c(c2)NC(=O)CCS3)c1	-2.6	i
COc1ccccc1/C=C(/C(=O)OCC(=O)Nc1ccc(N(C)C)cc1)c1ccccc1	0	i
Brc1c(CSc2nncc3ccccc23)nc2ccccn12	-1.8	i
O=C(NC1CC2CCC(C1)N2Cc1nnnn1Cc1ccco1)NC12CC3CC(CC(C3)C1)C2 (stereo not drawn)	0.55	i
CCN1CCN(c2ccc(NC(=O)c3cccnc3)cc2Cl)CC1	0.98	i
Nc1nnnn1/N=C/c1ccc(O)cc1	-0.39	i
Cc1occc1-c1nnc(SCC(=O)Nc2c(F)cccc2F)n1C	0.78	i
O=C(CCCCl)NC(=S)Nc1ccc(N2CCOCC2)cc1	0.97	i
COc1cc2[nH]c(=O)n(CCCCCC(=O)NCCCN3CCC(C)CC3)c(=O)c2cc1OC	0.04	i
COc1cc(C(=O)N2CC(C)OC(C)C2)c([N+](=O)[O-])cc1OC (stereo not drawn)	-0.03	i
COCCn1c(SCCN2CCOCC2)nc2c1c(=O)[nH]c(=O)n2C	-0.02	i
CSCCC(NC(=O)c1ccccc1Br)C(=O)NC(C)CCc1ccccc1 (stereo not drawn)	0.33	i
Cc1cc(C)nc(-n2nc(C)c3c(C(F)F)cc(C)nc32)n1	3	i
CCOC(=O)c1ccc(CNC(=O)c2cc(COc3ccccc3SC)on2)o1	-0.98	i
Cc1cc2cc(CNC(=O)COc3ccccc3)ccc2n1C	0.05	i
CCN1CCN(CC(O)COc2ccc3c(c2)CCC3)CC1 (stereo not drawn)	0.81	i
OCCNCCOc1ccccc1-c1ccccc1	-0.9	i
Cc1cc(C)cc(-n2ncc3c2CCCC3NC(=O)CCN2CCCC2=O)c1 (stereo not drawn)	-0.71	i

Remaining list, next part.
SMILES	Kir21 inh	KCNQ2 block
CNC(=O)c1nc(C)n(-c2ccc([N+](=O)[O-])cc2)n1	-0.95	i
N#C/C(=C\c1ccc(Oc2ccc(C(F)(F)F)cc2[N+](=O)[O-])cc1)c1nc2ccccc2[nH]1	0.59	i
COc1ccc(CC(=O)O/N=C(\N)Cc2ccc(OC)c(OC)c2)cc1	-0.21	i
CCCOC(=O)c1ccc(Oc2cn[nH]c2-c2ccc(OCC)cc2O)cc1	1.1	i
COc1cc2c(cc1OC)C(Nc1ccccc1)=NC(C)(C)C2	-1.4	i
Cc1cc(C)n(C(=O)c2ccc(NC(=O)C3CC3)cc2)n1	0.36	i
Cc1ccc(C(=O)N(Cc2sccc2C)C2CCS(=O)(=O)C2)cc1 (stereo not drawn)	-2.2	i
CSc1cccc(NC(=O)/C=C/c2ccco2)c1	-1.3	i
COc1cccc(-c2nc(S(=O)(=O)c3ccccc3)c(N3CCOCC3)o2)c1	0.27	i
CCOc1ccc(-n2ccnc(SCC(=O)Nc3ccc(OC)cc3OC)c2=O)cc1	-1.2	i
Cc1ccc([N+](=O)[O-])c2c1C(N1CCCC1)C(C)(C)O2 (stereo not drawn)	-2.5	i
CCCNC(=O)COC(=O)c1ccccc1C(=O)N(C)C1CCCCC1	0.12	i
Cn1nnnc1NCc1ccc(Cl)c(Cl)c1	1.4	i
O=C(NCc1ccccc1)C1CCCN(c2nc3ccsc3c(=O)s2)C1 (stereo not drawn)	0.5	i
Oc1ccccc1C1=NOC(O)(C(F)F)C1 (stereo not drawn)	-0.49	i

Entries listed so far printed as active in KCNQ2 block:
SMILES	Kir21 inh	KCNQ2 block
COc1ccc(CNC(=O)CN=C2NC(=O)C(c3ccccc3)(c3ccccc3)N2)cc1	-0.26	-6.1*

Other structures follow.
SMILES	Kir21 inh	KCNQ2 block
COc1ccccc1C(=O)N/N=C(\C)c1cccnc1	0.31	i
CCS(=O)(=O)N1Cc2ccccc2CC1C(=O)Nc1ncc(C)s1 (stereo not drawn)	-1.1	i
CCCc1cc(=O)[nH]c(SCC(=O)c2ccc3c(c2)NC(=O)CO3)n1	-0.83	i
O=C(NNC1=NCCCCC1)Nc1ccc(Cl)cc1	0.92	i
O=C(Cc1ccccc1[N+](=O)[O-])NCc1ccccc1Cl	-1.3	i
COC(=O)N/N=C(/c1ccccc1)C1CCCCC1	1.5	i
Cn1cnc(S(=O)(=O)Nc2ccc3c(c2)OCCO3)c1	2.1	i
Fc1cccc(Cl)c1CSc1ccc(-c2ccco2)nn1	0.04	i
O=c1[nH]c(CN2CCN(c3ccccn3)CC2)nc2c(Br)cc(Br)cc12	2.4	i
O=C1CC2(CCOCC2)Oc2ccc3ccccc3c21	-0.99	i
Cc1ccc(NC(=O)C2CCN(S(=O)(=O)c3cccs3)CC2)cc1C	0.55	i
COC(=O)C(C)Sc1ccc2nnc(-c3cccc(F)c3)n2n1 (stereo not drawn)	-1.6	i
Cc1ccc(C(=O)NCCN2CCOCC2)cc1S(=O)(=O)N1CCCCC1	-0.19	i
Clc1ccc(Oc2nc3c(Cl)cccc3s2)cc1Cl	-1.3	i
N#C/C(=C/Nc1ccccc1)c1ccsc1	0.08	i

Pulled one by one from the list above, three records:
SMILES	Kir21 inh	KCNQ2 block
Cn1cnc(S(=O)(=O)Nc2ccc3c(c2)OCCO3)c1	2.1	i
O=C1CC2(CCOCC2)Oc2ccc3ccccc3c21	-0.99	i
COC(=O)N/N=C(/c1ccccc1)C1CCCCC1	1.5	i

(listing goes on)
SMILES	Kir21 inh	KCNQ2 block
COc1ccc(C(=S)N2CCOCC2)cc1OC(=O)c1ccccc1Cl	1.3	i
CCOC(=O)N/N=C/C(Cl)=C/c1ccccc1	-1.8	i
Cc1ccc(C)c(NS(=O)(=O)c2c(C)nn(C)c2C)c1	-2.2	i
COc1ccc(-n2c(C)cc(C(=O)CSc3nnc(-c4ccoc4C)n3C)c2C)cc1	-1.3	i
Cc1nc(-c2ccc(NC(=O)Cc3ccccc3)cc2)cs1	0.2	i
CCC(=O)Nc1ccc(N2CCN(C(=O)c3ccccc3C)CC2)cc1	0.45	i
CCOc1ccc(-c2cc3cc(OC)c(OC)cc3c(C)n2)cc1	-0.73	i
O=C(N/N=C1\SCC(=O)N1CCc1ccccc1)c1cccs1	0.45	i
Cn1c(=O)c2c(ncn2CC(=O)OCC(=O)Nc2ccccc2Cl)n(C)c1=O	-0.24	i
COc1ccc(-c2noc(=O)n2Cc2cc(C)ccc2C)cc1	-3.4	i
CC(=O)Nc1ccc(NC(=O)C(=O)NCC(c2ccco2)N2CCc3ccccc32)cc1 (stereo not drawn)	0.64	i
NC(=O)C1CCN(CC(O)CSc2ccc(F)cc2)CC1 (stereo not drawn)	1.1	i
O=C(NC1CCCC1)C(c1ccccc1)N(Cc1cccnc1)C(=O)Cc1cccs1 (stereo not drawn)	1.6	i
O=c1nc(C(F)(F)F)nc2ccccn12	-0.49	i
CC(NC(=O)c1cccc(N2CCCC2=O)c1)c1ccc2c(c1)OCCO2 (stereo not drawn)	-0.03	i
N#Cc1ccc(CSc2nnc(-c3ccncc3)o2)cc1	-0.9	i
NC(=NC1CCCCC1)NS(=O)(=O)c1ccccc1	0.45	i
COc1ccc(C(=O)Nc2nnc(Cc3ccc(OC)c(OC)c3)s2)cc1	-0.39	i
